Source: PubChem BioAssay (National Center for Advancing Translational Sciences (NCATS))
Pol eta inh = blocks human DNA polymerase eta activity; recombinant Pol eta, fluorescent DNA replication assay; AID 588591; Potency, µM (titrated, usually from 114 µM), for the others: at the highest dose activity change, negative = inhibition, usual class: inhibitors; 1.2% of 390,000 active; note: potency is the fitted concentration of half-maximal effect; % is set by controls: 0 for no effect and ±100 for the full control effect
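Pol eta (10 nM) was preincubated with compounds for 15 min at room temperature, after which fluorescent replication substrate (50 nM final) was added to start the reaction. Fluorescence was read kinetically at 0 and 10 min.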
LDHA inh = LDHA (human) enzyme inhibition. P00338. purified LDHA, NADH/diaphorase-resazurin fluorescence; active compounds read low. activity change, % (values are at about 110 or 230 µM). 0.15% of 480,000 active. AID 1347041; in the data active = activity change below about -30%; inconclusive = mostly about -25% to -30%;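 note: plate controls were DMSO wells for no effect and wells without enzyme for full effect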
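Human LDH5 at 2 nM final in Tris HCl pH 7.4 with 0.06 mM NADH and 0.2 mM pyruvate, reacted 5 minutes at room temperature. Remaining NADH coupled via diaphorase/resazurin; resorufin fluorescence read at 0 and 20 minutes, normalized to enzyme-free and DMSO wells.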
BLM helicase inh = inhibitors of human Bloom syndrome helicase BLM; P54132; recombinant BLM DNA unwinding, fluorescence dequenching; Potency, µM (top dose mostly 56.1 µM), for inactives: at the top dose activity change, negative = inhibition, hits mostly inhibitors; 0.2% of 350,000 active; AID 2528;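 note: potency is the fitted concentration of half-maximal effect; plate controls were vehicle for no effect and no enzyme for full effect; nearly all actives have a fitted effect of over 35% in size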
POLB inh = DNA polymerase beta (human) inhibition; Pol beta primer extension/strand displacement, fluorescence kinetic; AID 485314; 1.3% of 340,000 active; P06746; Potency, µM (doses to about 114 µM), without a hit: at the highest dose activity change, negative = inhibition, actives largely listed as inhibitors; note: potency is the fitted concentration of half-maximal effect; % is set by controls: 0 for no effect and ±100 for the full control effect
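Reaction started by 50 nM substrate onto compound-treated Pol beta (10 nM, 15 min preincubation, room temperature); plates read at 0 min and 10 min. Normalized concentration-effect data fitted by four-parameter Hill equation.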
APEX1 inh = APE1 (human) endonuclease inhibition. recombinant APE1, TAMRA/BHQ-2 abasic DNA cleavage fluorescence. 0.35% of 350,000 active. Potency, µM (titrated, usually from 65.8 µM), for the others: top-dose activity change, negative = inhibition, usual class: inhibitors. AID 2517;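 note: potency is the fitted concentration of half-maximal effect; plate controls were vehicle for no effect and reference inhibitor for full effect; nearly all actives have a fitted effect of over 55% in size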
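APE1 at 0.75 nM final was preincubated with compound 15 min at room temperature, then 50 nM double-stranded THF abasic-site substrate (5'-TAMRA/3'-BHQ-2) was added. Fluorescence (ex 525/em 598 nm) was read kinetically; third-minus-first read gave activity.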
Pol iota inh = blocks human DNA polymerase iota activity. Q9UNA4. Pol iota fluorescent replication assay, 10 min. Potency, µM (titrated, usually from 115 µM), inactives show top-dose activity, negative = inhibition, actives largely listed as inhibitors. 1% of 390,000 active. AID 588590; note: potency is the fitted concentration of half-maximal effect
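Fluorescent replication assay read twice, at 0 min and 10 min after adding 50 nM (final) substrate. Enzyme (10 nM) and compounds were first incubated 15 min at room temperature; enzyme-free buffer wells were negative controls.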
Anesthetic bind = binds horse apoferritin like a general anesthetic | P02791 | apoferritin/1-aminoanthracene competitive binding, fluorescence | Potency, µM (titrated, usually from 77.5 µM), for the others: at the highest dose activity change, negative = displacement, most hits filed as inhibitors | 0.074% of 350,000 active; note: potency is the fitted concentration of half-maximal effect; % is set by controls: 0 for no effect and ±100 for the full control effect; nearly all actives have a fitted effect of over 20% in size
Target sequence (P02791 2-175 limits assumed): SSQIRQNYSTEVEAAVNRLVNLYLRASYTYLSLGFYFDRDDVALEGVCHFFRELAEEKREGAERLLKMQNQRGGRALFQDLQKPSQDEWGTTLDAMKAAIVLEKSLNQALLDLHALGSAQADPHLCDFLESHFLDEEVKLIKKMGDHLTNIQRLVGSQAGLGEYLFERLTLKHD
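10 uM apoferritin + 50% sat. 1-AMA, PBS; cpd 10 min RT; Ex380/Em535 endpoint; normalized to free probe vs complex; 4-param Hill fit; propofol titration as pos. ctrl.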
Pol kappa inh = inhibitors of human DNA polymerase kappa | purified Pol kappa, fluorescent DNA synthesis assay, 10 min | 0.53% of 400,000 active | Potency, µM (top dose mostly 107 µM), for inactives: at the highest dose activity, negative = inhibition, hits mostly inhibitors; note: potency is the fitted concentration of half-maximal effect; % is set by controls: 0 for no effect and ±100 for the full control effect
Target sequence (Q9UBT6 whole entry, looked up): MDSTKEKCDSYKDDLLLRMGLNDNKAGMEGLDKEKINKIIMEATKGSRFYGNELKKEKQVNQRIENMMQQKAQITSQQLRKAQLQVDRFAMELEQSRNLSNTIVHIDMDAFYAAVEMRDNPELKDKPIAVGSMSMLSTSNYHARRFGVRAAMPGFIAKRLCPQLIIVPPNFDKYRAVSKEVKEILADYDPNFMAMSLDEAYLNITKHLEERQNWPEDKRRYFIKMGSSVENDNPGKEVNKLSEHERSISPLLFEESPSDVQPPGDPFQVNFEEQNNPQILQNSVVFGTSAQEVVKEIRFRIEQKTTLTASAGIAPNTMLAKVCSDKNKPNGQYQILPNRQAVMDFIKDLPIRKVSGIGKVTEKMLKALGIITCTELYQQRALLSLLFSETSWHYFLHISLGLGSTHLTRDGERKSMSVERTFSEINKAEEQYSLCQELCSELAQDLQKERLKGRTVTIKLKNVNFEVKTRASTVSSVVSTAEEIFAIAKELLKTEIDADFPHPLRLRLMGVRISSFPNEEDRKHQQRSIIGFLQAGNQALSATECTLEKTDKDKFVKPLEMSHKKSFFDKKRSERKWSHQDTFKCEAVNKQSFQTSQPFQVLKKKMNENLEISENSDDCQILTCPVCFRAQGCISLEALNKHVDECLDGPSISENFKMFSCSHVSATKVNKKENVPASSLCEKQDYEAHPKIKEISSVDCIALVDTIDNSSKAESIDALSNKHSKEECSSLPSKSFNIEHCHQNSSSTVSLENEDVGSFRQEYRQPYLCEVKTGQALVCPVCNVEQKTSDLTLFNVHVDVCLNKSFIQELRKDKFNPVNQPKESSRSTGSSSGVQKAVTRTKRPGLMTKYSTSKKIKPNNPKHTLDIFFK
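Enzyme at 10 nM met test compounds for 15 min at room temperature. Substrate addition (50 nM final) began the reaction, which was monitored by fluorescence at 0 and 10 min.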
Glioma ERSR ind = inducers of ER stress response in human glioma cells; U87-MG GRP78 promoter luciferase reporter, 16 h; Potency, µM, for the others: at the highest dose activation, most hits filed as activators; 0.02% of 420,000 active; AID 602332; note: potency is the fitted concentration of half-maximal effect; series mostly up to about 76 µM; % of control where 0% means no effect; nearly all actives have a fitted effect of over 35% in size
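Stably transfected U87-MG human glioma cells carrying a GRP78-based luminescent sensor were seeded at 1000 cells/well, pin-dosed with compounds and incubated 16 h. Luciferase reagent was then added, and end-point luminescence was read after 10 min at room temperature.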
Numbers without * were called inactive; ? = inconclusive; . = no result given; & = joins results of further samples; [ ] = another dose, or the depositor's remark. Unless noted, calls come from the whole dose curve; as a rule, active = well fitted curve in the direction sought with a large enough effect; inconclusive = small, poorly fitted or top-dose-only effect, or another doubt; inactive = no such curve, though single readings can be large; an effect the other way counts as inactive or inconclusive.

| compound | LDHA inh | Anesthetic bind | BLM helicase inh | Pol eta inh | APEX1 inh | Glioma ERSR ind | POLB inh | Pol kappa inh | Pol iota inh |
| --- | --- | --- | --- | --- | --- | --- | --- | --- | --- |
| O=C(NCCS(=O)(=O)N1CCN(c2ccccc2)CC1)C1CC(=O)N(c2ccc(F)cc2)C1 (stereo not given) | -6&-14 | -3%&-5% | -3%&-1% | -3%&6% | 38%[activator] | -1%&2% | 35%&30% | 11% | 10%&-7% |
| CCCCn1c(CN2CCN(c3cccc(Cl)c3)CC2)nc2c1c(=O)n(C)c(=O)n2C | 1 | 0% | -8% | -16% | 1% | -5% | -1% | -7% | -13% |
| CC(=O)Nc1ccc(NC(=O)CS(=O)(=O)c2cn(CC(=O)N3CCCCC3)c3ccccc23)cc1 | -1 | . | . | -4% | . | -1% | . | -17% | ? |
| COc1ccc(C(C)(C)C)cc1NC(=O)c1[nH]c(C)c(C(C)=O)c1C | 4 | -3% | -14% | -12% | -22% | 7% | -4% | -5% | 7% |
| O=C(CNC(=O)c1ccccc1Cl)OC1CCOC1=O (stereo not given) | -4 | -5% | -1% | 9% | ? | 3% | -21% | -6% | 10% |
| O=C(Nc1ccc(F)cc1)c1ccc2snnc2c1 | -7 | 0% | -3% | -7% | 46%[activator] | -2% | 1% | 8% | 33%[activator] |
| O=c1cc(N2CCOCC2)[nH]c(=O)n1-c1ccc(Cl)cc1 | -5 | 2% | -4% | -11% | -2% | -2% | 25% | -4% | 1% |
| O=C1[C@H]2[C@H]3[C@H](O)[C@H](O)C/C(=N/OCc4ccccc4)[C@H]3CC[C@@H]2C(=O)N1c1cccc(Oc2ccccc2)c1 | . | -13%[15.3 µM] | 2%[12.4 µM] | . | ? | -5% | . | . | . |
| Cn1c(SCc2ccc(F)cc2)nc2ccc(C(=O)NCc3ccc(Cl)cc3)cc21 | -7 | 51%[activator] | -10% | -17% | . | -5% | 2% | -3% | ? |
| O=C(COC(=O)C1CCC1)c1c[nH]c2ccccc12 | -2 | . | . | -22% | 10% | -1% | . | -2% | 47%[activator] |
| Cc1ccc(C)c(OCc2nc(-c3cccnc3)no2)c1 | -3 | -17% | -2% | -11% | -2% | 6% | 1% | 0% | 1% |
| Cc1ccc(C)c(NC(=S)/C(=C(\[O-])c2ccc(OC(F)F)cc2)[n+]2ccccc2)c1 | 5 | -14% | -3% | -9% | -8% | 1% | 4% | 4% | 38% |
| O=C(CNS(=O)(=O)c1ccccc1)NNC(=O)C(Cl)Cl | -1 | -3% | -5% | -16% | 3% | -3% | 8% | -1% | 0% |
| C[n+]1ccc(/C=C/c2cc[n+](C)c3ccccc23)c2ccccc21 | 18 | . | . | . | . | -9% | . | ? | ? |
| O=C(NCCc1ccc(F)cc1)C1CCN(C(=O)Nc2ccccc2)CC1 | -5 | . | . | -10% | 2% | -2% | . | -13% | 3% |
| COc1cc(NC(=O)c2cn(C3CCCC3)c(=O)c3c2c2ccccc2n3C)cc(OC)c1OC | -3 | 96%[activator] | -12% | -18% | . | -1% | 4% | -2% | 17% |
| CCN(CC)c1ncnc2c1cnn2Cc1ccc(Cl)cc1 | -3 | -12% | -3% | -24% | 3% | -2% | 6% | -7% | 180%[activator] |
| O=C(O)C1(c2ccccc2)CCC(Nc2ccccc2)C1 (stereo not given) | 2 | -5% | 1% | 0% | 15% | 0% | 9% | 4% | 18% |
| Nc1cccc(S(=O)(=O)Nc2ccccc2)c1 | -15 | -16% | -5% | -1% | -5% | -2% | ? | -6% | -8% |
| O=c1[nH]cnc2c1[nH]c(=S)n2C1O[C@@H](CO)[C@H](O)[C@@H]1O (stereo not given in full) | 0 | . | . | . | . | -2% | . | -15% | 16% |
| CCNC(=O)N1CCNC(=O)C1CC(=O)OC (stereo not given) | -1 | 9% | -1% | -3% | 2% | -1% | 19% | -4% | 11% |
| Cc1cc(Nc2ccccc2)n(-c2ccccc2)n1 | -5 | -3% | -22% | -19% | -2% | 0% | -10% | -11% | 10% |
| COc1ccccc1CN1CC(C(=O)NCCn2nc(C)cc2C)CCC1=O (stereo not given) | -10 | -4% | 4% | -14% | 16% | -6% | 18% | -11% | 24% |
| CCCOC(=O)c1ccc(NC(=O)c2cc(Cl)ccc2OC)cc1 | -1 | -19% | -6% | -13% | 4% | -5% | 0% | -11% | 14% |
| N#CC(=C(O)CN1CCN(c2ccccc2F)CC1)c1nc(-c2ccccc2)cs1 | -2 | . | . | 2% | . | -1% | . | -22% | 21% |
| CCN(CC)C(=O)Cn1c(=O)n(Cc2ccccc2Cl)c2c1c(=O)n(C)c(=O)n2C | -4 | . | . | -2% | . | -3% | . | -13% | 8% |
| CCOC(=O)Cc1nc2ccccc2o1 | . | -12% | -4% | . | 7% | . | 10% | . | . |
| COc1ccc(-c2ccc(OC)c([C@H]3[C@H]4C=CC[C@@H](C)[C@@H]4C(=O)N3Cc3ccccc3)c2)cc1 | -3 | 3% | -1% | -14% | -4% | -3% | 7% | -5% | -3% |
| COc1ccccc1C(=O)N1CCCN(C(=O)c2ccccc2OC)CC1 | 0 | -4% | -1% | -3% | 11% | -4% | 2% | 9% | -3% |
| Cc1ccc2c(=O)c(C(=O)c3ccccc3)cn(CC(=O)Nc3ccc(C)c(Cl)c3)c2n1 | -4 | 4% | 2% | -7% | . | -3% | 9% | 4% | -3% |
| NC(=O)c1ccccc1NC(=O)CCCN1C(=O)CCC1=O | 2 | -10% | -1% | -10% | 1% | -4% | 5% | -2% | -25% |
| CC(=O)N1c2ccc(S(=O)(=O)N3CCCCC3)cc2CC1C(=O)NCc1cccc(Cl)c1 (stereo not given) | -7 | -15% | -1% | -14% | 44%[activator] | -2% | ? | -13% | 16% |
| CCOc1ccc(NC(=O)CSc2nnc(-c3ccccc3)n2N)cc1 | -5 | -11% | -1% | ? | -1% | -4% | 22µM* | -14% | -1% |
| COc1ccc(/C=N/N=C/c2ccc(OC)c(O)c2)cc1O | -2 | -13% | -3% | -7% | 25% | 3% | -14% | -1% | -2% |
| Fc1ccc(-n2cc(CNCCc3ccncc3)c(-c3ccccc3Cl)n2)cc1 | -3 | -7% | 1% | -20% | 13% | 0% | 40% | 5%[60.1 µM] | -27% |
| CCN(CC)c1ccc(/C=N/n2c(C)nc3ccccc3c2=O)cc1 | -2 | -9% | -10% | -15% | 29% | 0% | 1% | 6% | 11% |
| C#CCn1c(=NC(=O)c2ccc(Br)s2)sc2cc(NC(C)=O)ccc21 | -1 | 56%[activator] | 4% | ? | 7% | -1% | ? | -2% | 22% |
| COc1ccc(CNC(=O)C2CCCN(S(=O)(=O)c3ccc(-n4cnnn4)cc3)C2)cc1 (stereo not given) | -8 | -6% | -4% | ? | 2% | 0% | -2% | -4% | 4% |
| O=C(CCc1ccc(O)c(O)c1)N/N=C/c1ccc2c(c1)OCO2 | 5 | -7% | 1% | 0% | 2% | 22µM* | 71µM* | ? | 79µM* |
| CC(Oc1ccc(Cl)cc1Cl)C(=O)N(C)c1ccccc1 (stereo not given) | -2 | -19% | 1% | -24% | 0% | -9% | 29% | -2% | 5% |
| COC(=O)[C@]1(CC(C)C)N[C@H](c2ccc(-c3ccc(F)cc3)c(OC)c2)[C@@H]2C(=O)N(C)C(=O)[C@@H]21 | 6 | . | . | -4% | 8% | 0% | . | 0% | ? |
| Cc1cc(C)n2nc(CC(=O)NC3CCCCCCC3)nc2n1 | -4 | ? | -1% | -4% | 14% | -2% | 11% | -20% | 1% |
| COC(=O)c1ccc(NC(=O)Cc2coc3cc(C)ccc23)cc1 | 7 | -6% | -4% | -19% | . | -4% | 7% | 0% | -2% |
| COc1cccc(/C=N/NC(=O)c2[nH]c(C)c(C(=O)N/N=C/c3cccc(OC)c3O)c2C)c1O | 8 | 6% | -7% | -13% | -8% | -5% | 1% | 1% | 3% |
| Cc1nc(N)c(C#N)c(-c2ccc3c(c2)OCO3)c1C | -1 | -3% | -5% | -2% | 2% | -1% | 3% | -13% | 15% |
| COc1cccc(OC)c1C(=O)Nc1cc(Cl)ccc1N1CCOCC1 | -4 | -11% | -8% | -5% | -4% | 3% | -19% | -23% | -3% |
| CN1C(=O)[C@H]2[C@@H](/C=C/c3ccccc3)N3C(=O)CN(Cc4ccccn4)C(=O)[C@@]3(C)[C@H]2C1=O | -11 | 1% | -2% | -8% | 1% | -1% | 26% | -7% | -1% |
| COc1cccc(C(=O)Nc2cc(C(=O)NCc3ccc(C)cc3)ccc2N2CCC3(CC2)CC(c2ccccc2)=NO3)c1 | -10 | -6% | 0% | -1% | -3% | -4% | 9% | 4% | 25% |
| O=C1S/C(=C\c2ccc(N3CCOCC3)o2)C(=O)N1Cc1ccc(F)cc1 | 16 | -13% | -9% | -11% | -6% | -3% | 11% | -11% | ? |
| COC(=O)c1ccccc1C(=O)N1CCC(CCC(=O)NC2CC2)CC1 | -5 | -2% | -2% | -13% | 18% | -6% | 10% | -9% | 28% |
| COc1ccc(Cl)cc1S(=O)(=O)Nc1noc2ccccc12 | -3 | 2% | -2% | 0% | 67%[activator] | 12% | -12% | -10% | 108%[activator] |
| c1ccc(CN2CCOCCOCCOCC2)cc1 | -9 | -11% | -2% | -12% | -1% | -2% | -11% | ? | 87%[activator] |
| O=C(O)COc1c(-c2ccc(Cl)cc2)oc2ccccc2c1=O | -12 | -10% | 1% | -1% | 13% | -4% | 2% | -6% | 17% |
| Cc1c(CNC(=O)c2nn3c(c2Cl)NC(c2ccccc2)CC3C(F)(F)F)cnn1C (stereo not given) | -6 | -16% | -2% | -15% | -1% | -4% | 4% | -4% | 9% |
| Cc1ccc(C)c(Cn2c(C(=O)OC(C)C)cc3c2ccn3C)c1 | 13 | 0% | -8% | -10% | -1% | -3% | 19% | -4% | 17% |
| COc1ccc(OC)c(NC(=O)[C@H]2CC=CC[C@H]2C(=O)O)c1 | 0 | -10% | 1% | -19% | -2% | -1% | 3% | -2% | 32%[activator] |
| CN(C)c1ccc(CNC(=O)c2ccc3nc(CCc4ccccc4)oc3c2)cc1 | 8 | -5% | 0% | -12% | . | -1% | 38%[activator] | -9%[60.1 µM] | 16% |

An excerpt; count on the stated rates, not on these rows.
